# GPR55 activation = selective activators of receptor GPR55 – imaging, U2OS cells, beta-arrestin-GFP redistribution, primary screen (AID 1961); hit rate 0.048% among 290,000; activation, % at 10 µM, or EC50 in µM where a hit was titrated; U2OS GPR55 beta-arrestin-GFP redistribution imaging; higher % means a stronger effect;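 active = activation above 40% with more than 50 cells counted in the well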;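 note: U2OS osteosarcoma cells stably expressing GPR55 and beta-arrestin-GFP; plate controls were DMSO negative control for no effect and LPI positive control for full effect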
# KOR beta-arrestin-1 = KOR antagonists, beta-arrestin recruitment, cell-based, luminescence, uHTS (AID 1778); KOR beta-arrestin recruitment, luminescence, antagonist mode; higher % means a stronger effect; inhibition, % at 10 µM, or IC50 in µM where a hit was titrated; hit rate 0.091% among 290,000; note: strong numbers were not always called active
# GPR55 LPI antagonism = GPR55 antagonists blocking LPI-driven arrestin recruitment, primary screen, imaging, U2OS, beta-arrestin-GFP, LPI agonist (AID 2013); U2OS GPR55 beta-arrestin-GFP translocation imaging, LPI antagonism; higher % means a stronger effect; one-dose inhibition, % at 10 µM; IC50 in µM for titrated hits; hit rate 0.13% among 290,000;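 active = spots per cell inhibited over 60%, with over 100 cells counted and total cytoplasm intensity under 500,000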;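 note: U2OS cells stably carrying GPR55 and arrestin-GFP stimulated by 5 µM LPI near EC80; imaged beta-arrestin-GFP aggregate spots per cell after agonist stimulation; plate controls were LPI-stimulated DMSO wells for no effect and DMSO wells without LPI for full effect; some results filed as inactive read as strong as hits; confirmed hits need IC50 under 10 µM and bright autofluorescent wells are also inconclusive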
# NOD1 inhibition = NOD1 signaling inhibitors, primary screen, cell-based, luminescence, uHTS (AID 1578) | NOD1-driven NF-kB luciferase reporter cells, luminescence; higher % means a stronger effect | one-dose inhibition, % at 4 µM; EC50 in µM for titrated hits | hit rate 1% among 290,000; in the data active = inhibition mostly above about 36%, no sharp cut-off; inactive = mostly below about 34%;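 note: HEK-293T reporter cells stimulated with the NOD1 agonist gamma-tri-DAP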
# Rac1 GTP hydrolysis = MgcRacGAP GTPase-activating activity inhibitors, confirmation, biochemical, ADP Hunter fluorescence | hit rate 0.6% among 340,000 | MgcRacGAP-stimulated Rac1 GTP hydrolysis, ADP Hunter fluorescence; higher % means a stronger effect; GST-tagged Rac1 F28L mutant substrate | inhibition, % at 30 µM; hits with a dose series show IC50 in µM;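 active = first-screen hits whose inhibition reached a set limit at any dose in the follow-up dose series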;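 note: fluorescence reports GDP produced by GAP-driven GTP hydrolysis; strong numbers were not always called active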
# SV40 large T antigen = SV40 large T antigen inhibitors, biochemical (AID 1903) | SV40 large T antigen ATPase/helicase inhibition assay; higher % means a stronger effect | one-dose inhibition, % at 20 µM; IC50 in µM for titrated hits | hit rate 0.39% among 310,000; in the data active = a potency from the dose series; note: strong numbers were not always called active
# KOR beta-arrestin-2 = kappa opioid receptor activators – cell-based, luminescence, uHTS, primary screen (AID 1777); hit rate 0.02% among 280,000; KOR beta-arrestin recruitment, luminescence; higher % means a stronger effect; activation, % at 10 µM, or EC50 in µM where a hit was titrated; in the data active = activation above about 50%, passing the limit was not always enough; note: a part of the inactive calls stands beside numbers as strong as those of hits
# NOD2 inhibition = inhibition of NOD2-driven NF-kB reporter – cell-based, luminescence, uHTS, HEK293 (AID 1566); hit rate 0.63% among 290,000; inhibition, % at 4 µM, or EC50 in µM where a hit was titrated; HEK293 NOD2/NF-kB luciferase reporter, luminescence; higher % means a stronger effect; note: many of its hits are not listed in these tables
# HIV peptide binding = cell-free HIV fusion peptide-binding blockers – biochemical, uHTS, fluorescence dequenching, primary screen (AID 1986) | inhibition, % at 20 µM, or IC50 in µM where a hit was titrated | hit rate 0.3% among 290,000 | cell-free peptide binding, fluorescence dequenching, 30 min; higher % means a stronger effect; in the data active = inhibition mostly above about 52%, no sharp cut-off; inactive = mostly below about 76%; note: some results filed as inactive read as strong as hits
# Numbers without * were called inactive; x = no result given; [ ] = dose if it differs, or a comment. Cut-off read from the data, not from the text of the source, unless noted: active = inhibition above about 50%; inactive = the rest. Only part of the results is shown; count on the stated rates, not on these rows.
no.	GPR55 activation	KOR beta-arrestin-1	GPR55 LPI antagonism	NOD1 inhibition	Rac1 GTP hydrolysis	SV40 large T antigen	KOR beta-arrestin-2	NOD2 inhibition	HIV peptide binding	SMILES
1	-0.1%	10%	2%	-7%	5%	3%	0.9%	4%	-1.1%	O=C(O)CCCc1nc2ccccc2s1
2	-0.2%	12%	26%	-18%	5%	6%	2.0%	20%	-0.3%	Cn1c(/C=C/N(Cc2ccccc2)c2ccccc2)c([N+](=O)[O-])c(=O)n(C)c1=O
3	0.8%	-16%	-11%	3%	7%	6%	4.4%	-30%	-1.7%	CCc1cc(C(=O)NNC(=S)NC2CCCCC2)cs1
4	0.0%	9%	13%	-3%	9%	6%	0.1%	-2%	-0.2%	O=C(O)[C@H](Cc1ccccc1)N1C(=O)c2ccncc2C1=O
5	-0.1%	7%	-3%	-4%	11%	3%	-4.1%	11%	-1.2%	COc1ccc(OC)c2c1cc(C(=O)N[C@H](C(=O)N1CCC(C(=O)O)CC1)C(C)C)n2C
6	-0.1%	5%	1%	-10%	2%	12%	1.1%	22%	1.6%	O=C(c1ccc(C(F)(F)F)cc1)C1CCCN(C(=O)Cn2cncn2)C1 (stereo not drawn)
7	0.3%	31%	-9%	-16%	7%	19%	5.5%	-1%	0.3%	CCCc1nn(C)c(C(=O)Nc2cccc3ccccc23)c1Cl
8	0.4%	11%	-5%	-5%	2%	6%	-3.7%	-183%	0.8%	Cc1cc(C)cc(NC(=O)c2cc(C)n(Cc3cccs3)c2C)c1
9	-0.3%	0%	2%	-13%	5%	13%	-5.8%	11%	8.1%	Cc1ccnc(NC(c2ccccc2O)c2oc(CO)cc(=O)c2O)c1 (stereo not drawn)
10	0.8%	11%	15%	-6%	5%	22%	-5.3%	-69%	-3.9%	O=C(NNc1ccc(Cl)cc1)c1cccs1
11	-0.2%	-23%	-9%	1%	x	0%	6.1%	-23%	-0.6%	Nc1nnc(CC(=O)Nc2ccccc2)s1
12	-0.1%	-27%	-5%	-15%	4%	1%	0.4%	11%	3.6%	CCn1c(SCC(=O)NCC2CCCO2)nc2c(c1=O)SC(C)C2 (stereo not drawn)
13	-0.1%	-13%	29%	-12%	8%	-1%	0.9%	-5%	-2.6%	COc1ccnc(NCc2cccnc2)c1C#N
14	-0.3%	16%	10%	-1%	11%	-1%	-2.8%	5%	0.0%	Nn1c(SCC(=O)Nc2ccc(Oc3ccccc3)cc2)nnc1C1CC1
15	0.2%	28%	10%	-6%	2%	6%	-3.8%	13%	-1.6%	CCOC(CNc1cc(C)nc2c(-c3ccccc3OC)c(C)nn12)OCC
16	-0.4%	-7%	5%	-21%	-7%	5%	0.7%	-14%	-2.7%	CCS(=O)(=O)NCC(c1ccco1)N1CCN(c2ccc(F)cc2)CC1 (stereo not drawn)
17	-0.2%	-29%	13%	-4%	-8%	-2%	3.3%	0%	1.1%	C=CCn1c(SCc2c(C)noc2C)nc2sc3c(c2c1=O)CCCC3
18	-0.1%	3%	7%	-38%	-8%	6%	-1.1%	11%	-0.1%	CCc1nnc(NC(=O)CSc2nnc(-c3c[nH]c4ccccc34)n2CCOC)s1
19	0.1%	-8%	-1%	-4%	-5%	7%	-0.2%	5%	0.6%	Cc1ccccc1/C=N/NC(=O)Cc1ccc(Cl)cc1
20	-0.2%	-16%	4%	2%	17%	7%	2.1%	7%	-1.9%	O=C1C2C3C=CC(C3)C2C(=O)N1Cc1cccnc1 (stereo not drawn)
21	0.3%	-15%	3%	2%	13%	5%	1.0%	18%	-1.7%	Cc1cccc(NC(=S)NCc2ccco2)n1
22	-0.2%	-5%	2%	4%	13%	11%	18%	10%	30%	COc1ccccc1/C=C1\SC(=S)N(C(C(=O)O)c2ccccc2)C1=O (stereo not drawn)
23	-0.2%	-16%	16%	-7%	-1%	21%	1.5%	10%	0.6%	CC(NC(=O)C1CCN(S(=O)(=O)c2cccc3cccnc23)CC1)c1ccccc1 (stereo not drawn)
24	0.2%	9%	0%	-15%	2%	8%	-3.2%	5%	-0.3%	C#CCOCCOCCOCCNc1nc(N2CCN(C(=O)Cn3cc(CCCCN)nn3)CC2)nc(N2CCN(C(=O)Cn3cc(CC(C)O)nn3)CC2)n1 (stereo not drawn)
25	0.5%	-13%	-1%	-5%	6%	2%	0.4%	10%	0.7%	COc1ccc(NS(=O)(=O)c2cccc(NC(=O)CCC(=O)c3ccc(Cl)cc3)c2)cc1

# The final 4 compounds of the section before open the next one.
no.	GPR55 activation	KOR beta-arrestin-1	GPR55 LPI antagonism	NOD1 inhibition	Rac1 GTP hydrolysis	SV40 large T antigen	KOR beta-arrestin-2	NOD2 inhibition	HIV peptide binding	SMILES
22	-0.2%	-5%	2%	4%	13%	11%	18%	10%	30%	COc1ccccc1/C=C1\SC(=S)N(C(C(=O)O)c2ccccc2)C1=O (stereo not drawn)
23	-0.2%	-16%	16%	-7%	-1%	21%	1.5%	10%	0.6%	CC(NC(=O)C1CCN(S(=O)(=O)c2cccc3cccnc23)CC1)c1ccccc1 (stereo not drawn)
24	0.2%	9%	0%	-15%	2%	8%	-3.2%	5%	-0.3%	C#CCOCCOCCOCCNc1nc(N2CCN(C(=O)Cn3cc(CCCCN)nn3)CC2)nc(N2CCN(C(=O)Cn3cc(CC(C)O)nn3)CC2)n1 (stereo not drawn)
25	0.5%	-13%	-1%	-5%	6%	2%	0.4%	10%	0.7%	COc1ccc(NS(=O)(=O)c2cccc(NC(=O)CCC(=O)c3ccc(Cl)cc3)c2)cc1
26	0.1%	-5%	-5%	-7%	2%	5%	-2.7%	16%	2.0%	Cc1ccc(Cn2nnc3c(=O)[nH]c(C4CCN(S(=O)(=O)/C=C/c5ccccc5)CC4)nc32)cc1
27	0.1%	-2%	5%	-3%	6%	8%	-7.5%	13%	2.8%	Cn1nc([N+](=O)[O-])nc1Oc1ccccc1N
28	-0.2%	41%	-2%	4%	9%	3%	1.3%	9%	-0.2%	CCC(=O)c1ccc(NC(C)=O)cc1O
29	-0.1%	-25%[20 µM]	-16%	64%*	11%	9%	x	-3%	2.9%	Brc1ccc(CNCC2CCCO2)cc1 (stereo not drawn)
30	0.7%	-2%	3%	-6%	x	17%	2.4%	7%	1.7%	COCCCn1c(=NC(C)=O)c(C#N)cc2c(=O)n3cccc(C)c3nc21
31	-0.2%	-14%	-7%	3%	4%	2%	3.7%	-7%	-0.5%	Cc1ccc(CN(C)CC(=O)NC(C)c2ccccc2)cc1 (stereo not drawn)
32	0.3%	-12%	-1%	-4%	10%	16%	6.9%	3%	16%	CCCCn1c(SCC(=O)Nc2cccc(C)n2)nnc1-c1ccco1
33	-0.1%	17%	12%	-16%	0%	-7%	-1.2%	17%	1.5%	CCOC(=O)C1CCN(C(=O)/C=C/c2ccccc2OC)CC1
34	0.3%	13%	15%	-9%	3%	8%	-4.4%	-30%	12%	O=C(Nc1cc(C(F)(F)F)ccc1Cl)C(Sc1n[nH]c(=O)[nH]c1=O)c1ccccc1 (stereo not drawn)
35	-0.1%	-23%	9%	17%	-2%	9%	6.3%	44%	0.4%	COc1ccc(CN(C)S(=O)(=O)c2nnc(NC(=O)c3ccccc3OC)s2)cc1OC
36	-0.1%	-1%	-1%	-7%	2%	0%	-3.0%	10%	0.0%	Cc1cc(=O)oc2c3c(cc(OCC(=O)N[C@@H](CC(C)C)C(=O)O)c12)OC(C)(C)CC3
37	-0.3%	12%	13%	x	10%	12%	-1.8%	5%	3.4%	CC(c1ccccc1)C1CC(=O)N(Cc2ccco2)C1=O (stereo not drawn)
38	-0.1%	-5%	2%	-8%	6%	3%	2.1%	13%	-0.6%	CC(=O)N(Cc1ccco1)C1(C(=O)NC2CCCCC2)CCCCC1
39	0.1%	13%	-1%	-3%	9%	11%	-0.8%	2%	1.7%	Cc1ccc2[nH]c(O)c(N=NC(=O)C3CC3c3ccccc3)c2c1Br (stereo not drawn)
40	0.3%	3%	10%	-8%	5%	14%	-7.0%	-30%	3.8%	Cc1ccc(-c2nc3cccnc3s2)cc1NS(=O)(=O)c1cccs1
41	-0.4%	-25%	-2%	-4%	9%	6%	-3.6%	16%	-3.1%	Cc1ccc2nc(NC(=O)c3ccc(S(=O)(=O)N4CCCc5ccccc54)cc3)sc2c1
42	0.3%	8%	9%	7%	6%	20%	-2.8%	26%	1.2%	CCOCCCNC(=O)C1(O)c2ccccc2NC(=O)N1c1ccc(Cl)cc1 (stereo not drawn)
43	0.2%	13%	-14%	7%	-13%	-1%	1.2%	-12%	-1.3%	CN(C)S(=O)(=O)c1cccc(C(=O)Nc2ccccc2[N+](=O)[O-])c1
44	-0.1%	-4%	5%	-11%	0%	4%	-5.8%	8%	0.4%	COc1ccc(C(=O)N2CC(=O)Nc3ccc(F)cc3C2c2ccccc2)cc1 (stereo not drawn)
45	-0.1%	-26%	-3%	7%	3%	0%	7.1%	17%	-1.7%	COc1ccc(CNC(=O)CCc2c(C)nc3ncnn3c2C)cc1
46	0.4%	-16%	-1%	-9%	5%	23%	8.3%	-130%	0.2%	O=C(Nc1ccc(Br)cc1)c1cc2ccccn2n1
47	-0.5%	18%	-5%	-10%	6%	1%	8.7%	8%	-2.9%	Cn1c(Cn2c(=O)sc3ccccc32)nnc1SCc1ccccc1
48	0.4%	18%	-4%	-6%	3%	2%	-0.8%	10%	-1.1%	CC(=O)OCc1c(COC(C)=O)[n+](=O)c2ccccc2n1[O-]
49	0.3%	3%	3%	-30%	8%	6%	1.6%	10%	-0.7%	C=CCNC(=S)/N=c1/ccccn1Cc1ccccc1
50	0.2%	-2%[20 µM]	-20%	0%	10%	4%	-3.2%	18%	-1.3%	CCOC(=O)Cc1nnc(NC(=O)C2CCCCC2)s1
51	-0.1%	-17%	x	-2%	9%	1%	5.5%	-221%	0.3%	O=C(Oc1cccc(-c2cnc3ccccc3n2)c1)c1ccco1
52	0.2%	-20%[20 µM]	16%	-21%	0%	11%	x	-12%	-0.2%	CCn1nnnc1NC(=O)c1cc(Cl)c(OC)c(Cl)c1
53	-0.1%	-3%	3%	15%	5%	4%	-4.4%	6%	-2.2%	COc1ccc(-c2nnc(NC(=O)c3cc(Cl)ccc3Cl)o2)cc1
54	0.4%	3%	2%	0%	1%	19%	6.5%	6%	17%	O=c1c2ccccc2c(C=NCc2ccccn2)c(O)n1-c1ccccc1
55	-0.1%	5%	5%	-6%	9%	15%	-3.5%	-11%	-0.7%	Cc1[nH]c2c(C)cccc2c1CN1CCC(CO)(Cc2ccccc2)CC1
56	0.3%	-60%	7%	-15%	-3%	-20%	-1.9%	4%	-1.0%	Cc1c(NC(=O)CN2C(=O)c3ccccc3S2(=O)=O)c(=O)n(-c2ccccc2)n1C
57	0.0%	-16%	90%	3%	12%	5%	4.4%	36%	5.3%	CCOc1ccc(C(=O)Nc2nnc(S(=O)(=O)N3CCCCC3)s2)cc1
58	0.5%	16%	9%	-13%	3%	22%	0.5%	10%	0.6%	CCOP(=O)(OCC)/C(=N/OC(=O)c1cccc([N+](=O)[O-])c1)C(N)=O
59	0.6%	-22%	-3%	-32%	7%	0%	1.7%	10%	3.6%	Cc1cc(C)c(NC(=O)C(C)OC(=O)c2cc(Br)c(Br)s2)c(C)c1 (stereo not drawn)

# Screening data as filed in PubChem.
